# Screening results as filed in PubChem BioAssay.
# TWEAK Fn14 block: inhibitors of TWEAK-Fn14 signaling, primary screen, luciferase reporter cells, uHTS; inhibition, % at 10 µM; TWEAK-stimulated Fn14 reporter cells, luciferase luminescence, 8 h; 360,000 tested, 2% active; in the data active = inhibition above about 50%
# KKLEB tox: cytotoxicity in KKLEB CF airway cells, primary screen, cytotoxicity control for CF NF-kB inhibitor project, cell-based, uHTS, fluorescence assay plates; activity change (cytotoxicity), % at 5 µM; 360,000 tested, 0.36% active; KKLEB CF airway cells viability, ATPlite luminescence, overnight; stronger effect = lower value; cells stimulated with P. aeruginosa culture filtrate;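 active = corrected activity change at or below -50% at 5 µM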
# NR2E3 ag-1: inhibitors of NR2E3-RetCOR corepressor binding, primary screen, NR2E3 agonist project, biochemical, TR-FRET, GST-NR2E3, biotin-RetCOR. 320,000 tested, 0.12% active. 1536-well. AID 2300, 2010. Photoreceptor-specific nuclear receptor (Homo sapiens), Q9Y5X4. inhibition of corepressor binding, % at 4.78 µM;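 active = percent inhibition above the cutoff of mean plus 3 SD of all tested compounds, set per screening campaign, cut at about 20% in these data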;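 note: 0% = DMSO wells and 100% = biotin wells as full block of FRET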
# Target sequence (Q9Y5X4 whole entry, looked up): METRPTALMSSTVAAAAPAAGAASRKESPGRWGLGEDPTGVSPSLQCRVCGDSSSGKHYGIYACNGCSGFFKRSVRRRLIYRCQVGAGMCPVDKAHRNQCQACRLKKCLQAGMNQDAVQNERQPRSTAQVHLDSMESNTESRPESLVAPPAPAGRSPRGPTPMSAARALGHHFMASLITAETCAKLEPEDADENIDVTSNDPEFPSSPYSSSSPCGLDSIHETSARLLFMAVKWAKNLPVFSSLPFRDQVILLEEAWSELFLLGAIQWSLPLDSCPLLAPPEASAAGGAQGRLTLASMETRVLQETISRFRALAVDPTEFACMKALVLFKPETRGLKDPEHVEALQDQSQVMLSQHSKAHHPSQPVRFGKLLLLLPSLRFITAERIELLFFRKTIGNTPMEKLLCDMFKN
#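 System: GST-tagged NR2E3 plus biotinylated RetCOR corepressor; Amount: 1.35 nM GST-tagged NR2E3 final; Dosing: single nominal compound dose of 4.8 µM; Schedule: 5 h incubation at 4 °C; Technique: TR-FRET with europium anti-GST and streptavidin-D2, 340 nm excitation; Controls: biotin wells as high control, 0.6% DMSO wells as low control.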
# HIF-2a block: HIF-2a reporter inhibitors, primary screen, luminescence, 786-0 RCC cells. 786-0 RCC cells HIF-2a reporter, luciferase luminescence, overnight. inhibition, % at 18.8 µM. 360,000 tested, 0.72% active. AID 624352, 2012;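 active = inhibition of the luminescence signal of 40% or more relative to plate controls, in a single-dose primary screen at 18.75 µM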
# aDG glyco act: activators of alpha-DG glycosylation, primary screen, uHTS, Pro5-aDG cells, AlphaScreen | alpha-DG glycosylation AlphaScreen (IIH6); 0% Pro5, 100% B10-LARGE cell signal | activation, % at 10 µM | 360,000 tested, 0.22% active;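 active = activation of at least 8% versus controls, or a plate z-score of at least 8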;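 note: Pro5 are CHO cells carrying HIG-tagged alpha-DG that lacks glycosylation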
# NR2E3 ag-2: NR2E3 agonists in two-hybrid cells, primary screen, cell-based, luminescence, CHO-S, Gal4-NCOR/VP16-NR2E3 | 360,000 tested, 0.35% active | luciferase | Photoreceptor-specific nuclear receptor (Homo sapiens), Q9Y5X4 | inhibition of corepressor binding, % at 3.98 µM | AID 602229, 2012;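 active = inhibition above the mean of all tested compounds plus 3 SD, cut at about 70% in these data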;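 note: 0% = DMSO with NR2E3 transfected cells and 100% = cells lacking NR2E3 construct; higher means lower luciferase signal from less NR2E3 corepressor binding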
# CF NFkB block: inhibitors of PAF-induced NF-kB signaling, primary screen, cell-based, GFP fluorescence, uHTS; inhibition, % at 5 µM; AID 588850, 2011; KKLEB NF-kB-GFP reporter, GFP fluorescence overnight; 360,000 tested, 0.86% active;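 active = at least 50% inhibition at 5 µM, scaled per plate between neutral and stimulator controls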;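 note: PAF is a Pseudomonas aeruginosa culture filtrate used as stimulus; plate controls were PAF-stimulated DMSO wells for no effect and unstimulated DMSO wells for full effect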
# Shn3 3UTR inh: reduction of Shn3 3'UTR firefly luciferase signal, primary screen, Schnurri-3 inhibitor project, cell-based, Clone20 osteoblasts, set 2; Clone20 osteoblast Shn3 3'UTR firefly luciferase, 24 h; inhibition, % at 12.5 µM; 360,000 tested, 0.52% active; AID 588674, 2011;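 active = mean inhibition of at least 75% with every replicate also reaching 75%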;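 note: 0% = median of neutral control wells and 100% = pilot-screen positive control compound; some compounds past the cut are filed as inactive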
# Peg3 promoter: Peg3 promoter-driven luciferase inhibitors, primary screen, cell-based, HeLa, luciferase luminescence; HeLa PEG-Prom luciferase reporter, overnight; inhibition, % at 20 µM; 360,000 tested, 1.7% active;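 active = inhibition of at least 50% at 20 µM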
# hiPSC survival: enhancers of single-cell hiPSC survival, primary screen, ATPlite luminescence. 100% = ROCK inhibitor wells, 0% = DMSO. survival enhancement, % at 20 µM. 360,000 tested, 0.044% active; in the data active = survival enhancement above about 18%;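 note: cells exposed to compounds for 16 hours before the ATP read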
# MITF TRPM1 inh: inhibitors of MITF-dependent TRPM1 promoter reporter, primary screen, cell-based, SK-MEL-5, single point, luciferase; inhibition, % at 12.5 µM; SK-MEL-5 TRPM1 promoter luciferase, 24 h; 330,000 tested, 0.83% active; AID 488899, 2010;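 active = mean inhibition across replicates of 60% or more, whatever share of single replicates reaches that level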; note: values of inactives mirror those of a sister screen read the other way
# The depositor's hits bear a star; . = no result given. Not a hit list; 4.4% or so of the library scored in one or more.
SMILES,TWEAK Fn14 block,KKLEB tox,NR2E3 ag-1,HIF-2a block,aDG glyco act,NR2E3 ag-2,CF NFkB block,Shn3 3UTR inh,Peg3 promoter,hiPSC survival,MITF TRPM1 inh
NC(=O)C1CCN(c2nc3ccccc3nc2NS(=O)(=O)c2ccc(Br)cc2)CC1,-1,13,.,-1,1.0,27,-14,-2,7,3.0,7
COc1ccc(NC(=O)C2(C)CCCN(C(C)C)C2)cc1F (stereo not drawn),-24,-7,.,17,0.1,-7,16,-25,-5,5.2,.
O=C(c1cc([N+](=O)[O-])cc([N+](=O)[O-])c1)N1CCOCC1,8,2,0,7,0.2,6,-18,12,12,1.8,4
COc1ccc2c(c1)C(=O)N1[C@H]3c4cc(Br)ccc4OC[C@@H]3[C@H](c3ccccc3)[C@]1(C)C(=O)N2,-17,-16,5,27,-0.4,30,38,-26,24,1.8,3
N#Cc1cc2c(cc1NC(=O)CCn1cnnn1)OCO2,6,-2,1,2,0.0,4,5,-2,-4,0.0,-2
Cc1ccc(C(=O)Nc2ccccc2C(=O)NC(Cc2c[nH]c3ccccc23)C(=O)O)cc1 (stereo not drawn),1,-20,7,-57,-0.4,-33,-1,-41,-26,-0.5,1
CCOC(=O)N/N=C\c1sccc1C,-1,7,-1,-42,-0.2,1,5,-14,-41,4.8,-31
CCn1c(CC(=O)Nc2ccc(C)cc2)n[nH]c1=S,4,6,5,12,0.0,-6,-16,5,4,0.2,11
OC1CCN(CC(O)C(F)(F)F)CC1 (stereo not drawn),13,4,0,9,-0.1,-5,8,19,6,1.5,4
COc1cc(C(=S)N2CCCC2)cc(OC)c1OS(=O)(=O)c1ccc(NC(C)=O)cc1,-24,-13,3,7,-0.3,12,-6,12,22,-1.0,5
C#CCN1C(=O)C(O)(CC(=O)/C=C/c2ccco2)c2ccccc21 (stereo not drawn),11,-8,0,14,-0.1,-24,-7,-3,-2,-1.5,8
Oc1ccc(C[C@H]2CNC(=S)N2CC2CCCN2C[C@H](Cc2ccc(O)cc2)N2C[C@H](Cc3ccc(O)cc3)N(CC3CCCCCC3)C2=S)cc1 (stereo partly drawn),89*,-14,.,-43,-0.3,1,62*,72,54*,5.4,72*
COc1ccc(Oc2cn[nH]c2-c2ccc(O)cc2O)cc1,13,-3,2,-7,-0.1,-4,14,13,16,-0.7,12
COc1cccc(OC)c1C(=O)OCC(=O)Nc1cccnc1Cl,-3,2,-3,22,0.1,-8,-12,-34,10,0.1,-9
COc1ccc(Cl)cc1C(=O)OCC(=O)NCCNC(=O)COC(=O)c1cc(Cl)ccc1OC,2,-23,1,4,0.3,-11,-32,13,3,-0.2,-5
Cc1ccc(/C=C/C(=O)N2CCCC(C(N)=O)C2)o1 (stereo not drawn),11,1,1,8,-0.1,0,1,.,-5,-0.7,-4
NC(=O)c1ccc(NC(=O)COC(=O)c2c3c(nc4ccccc24)/C(=C\c2cccs2)CCC3)cc1,48,-6,3,10,-0.7,6,14,-4,24,-2.3,-11
COc1ccc(C(=O)ON=C2c3ccccc3-c3ccccc32)cc1OC,-29,2,0,-12,-0.2,-10,12,-14,-45,-0.6,14
COC(=O)C1N[C@@H]([C@@H](NC(=O)COc2ccccc2)C(=O)Nc2ccc(OC)cc2)SC1(C)C (stereo partly drawn),12,-12,1,2,0.4,-11,-12,-8,-8,-0.2,2
c1ccc(Nc2nc(NCc3ccco3)c3ccccc3n2)cc1,52*,-14,-2,-187,0.3,-17,26,67,-68,-0.4,5
CC(=O)c1c(C)[nH]c(C(=O)OCC(=O)NNC(=O)c2ccc([N+](=O)[O-])cc2)c1C,14,-3,.,7,0.2,-9,6,-13,-2,1.6,11
O=C(O)C1C2C=CC3(O2)C1C(=O)N1c2ccccc2C2OCCC2C13 (stereo not drawn),-3,-6,2,13,-0.4,7,15,17,3,0.1,-6
Cc1ccc(NC(=O)C2=C(C(=O)O)CCCC2)cc1F,-10,4,-3,-22,-0.1,-31,-1,-32,-23,-0.7,-4
COc1cc(OC)c(OC)cc1/C=N/NC(=O)c1ccc2nc[nH]c2c1,-9,10,-5,20,0.0,-16,6,-15,12,0.0,4
NNC(=O)CC1NCCN(Cc2ccccc2)C1=O (stereo not drawn),7,7,-1,16,-0.1,-6,-6,-3,7,0.9,21

# 13 compounds from above, arranged by molar mass, largest number first.
SMILES,TWEAK Fn14 block,KKLEB tox,NR2E3 ag-1,HIF-2a block,aDG glyco act,NR2E3 ag-2,CF NFkB block,Shn3 3UTR inh,Peg3 promoter,hiPSC survival,MITF TRPM1 inh
COc1ccc2c(c1)C(=O)N1[C@H]3c4cc(Br)ccc4OC[C@@H]3[C@H](c3ccccc3)[C@]1(C)C(=O)N2,-17,-16,5,27,-0.4,30,38,-26,24,1.8,3
NC(=O)c1ccc(NC(=O)COC(=O)c2c3c(nc4ccccc24)/C(=C\c2cccs2)CCC3)cc1,48,-6,3,10,-0.7,6,14,-4,24,-2.3,-11
NC(=O)C1CCN(c2nc3ccccc3nc2NS(=O)(=O)c2ccc(Br)cc2)CC1,-1,13,.,-1,1.0,27,-14,-2,7,3.0,7
COc1cc(C(=S)N2CCCC2)cc(OC)c1OS(=O)(=O)c1ccc(NC(C)=O)cc1,-24,-13,3,7,-0.3,12,-6,12,22,-1.0,5
Cc1ccc(C(=O)Nc2ccccc2C(=O)NC(Cc2c[nH]c3ccccc23)C(=O)O)cc1 (stereo not drawn),1,-20,7,-57,-0.4,-33,-1,-41,-26,-0.5,1
COc1cc(OC)c(OC)cc1/C=N/NC(=O)c1ccc2nc[nH]c2c1,-9,10,-5,20,0.0,-16,6,-15,12,0.0,4
O=C(O)C1C2C=CC3(O2)C1C(=O)N1c2ccccc2C2OCCC2C13 (stereo not drawn),-3,-6,2,13,-0.4,7,15,17,3,0.1,-6
COc1ccc(NC(=O)C2(C)CCCN(C(C)C)C2)cc1F (stereo not drawn),-24,-7,.,17,0.1,-7,16,-25,-5,5.2,.
COc1ccc(Oc2cn[nH]c2-c2ccc(O)cc2O)cc1,13,-3,2,-7,-0.1,-4,14,13,16,-0.7,12
O=C(c1cc([N+](=O)[O-])cc([N+](=O)[O-])c1)N1CCOCC1,8,2,0,7,0.2,6,-18,12,12,1.8,4
Cc1ccc(NC(=O)C2=C(C(=O)O)CCCC2)cc1F,-10,4,-3,-22,-0.1,-31,-1,-32,-23,-0.7,-4
CCn1c(CC(=O)Nc2ccc(C)cc2)n[nH]c1=S,4,6,5,12,0.0,-6,-16,5,4,0.2,11
NNC(=O)CC1NCCN(Cc2ccccc2)C1=O (stereo not drawn),7,7,-1,16,-0.1,-6,-6,-3,7,0.9,21

# Continuation:
SMILES,TWEAK Fn14 block,KKLEB tox,NR2E3 ag-1,HIF-2a block,aDG glyco act,NR2E3 ag-2,CF NFkB block,Shn3 3UTR inh,Peg3 promoter,hiPSC survival,MITF TRPM1 inh
CCOc1ccc(Cc2nc(N)nc(N)n2)cc1,-9,1,-1,19,-0.2,-9,-25,0,12,-2.5,-5
CCOc1ccc(NC2=NCCC(=O)N2Cc2cccs2)cc1,-8,-5,-1,0,-0.1,-22,0,20,1,-1.6,0
CCCCc1cc(=O)oc2c(C)c(OCC(=O)N3CCCC3)ccc12,-18,10,0,8,-0.3,-2,2,21,6,0.0,6
CN1C(=O)C(CC(=O)Nc2ccc(Cl)cc2)N(Cc2ccco2)C1=S (stereo not drawn),1,10,3,7,-0.1,-20,-32,7,14,-0.9,0
Cn1c(Cc2ccc3c(c2)OCO3)nnc1SCC(=O)NC(C)(C)C,-10,4,2,10,-0.1,-10,-2,35,3,-0.9,5
COc1ccc(CCNC(=O)C2CCN(Cc3nc(-c4cccc(Cl)c4)oc3C)CC2)cc1OC,25,-11,2,-17,0.8,-9,17,36,13,4.0,-6
O=C(CC(=O)N1CCN(c2ccccn2)CC1)Nc1ccc2nc3n(c(=O)c2c1)CCCCC3,19,2,4,-19,0.4,-8,-9,-23,-13,0.8,0
COc1cc([N+](=O)[O-])c2nccnc2c1,-18,4,1,17,0.1,-24,4,13,0,0.5,-5
COc1ccc(NC(=S)NCC(c2cccnc2)N2CCOCC2)cc1 (stereo not drawn),0,-1,0,7,-0.1,23,14,-23,-2,-2.1,-19
COC(=O)CNC(=O)C1CCN(c2nc(C)cc(C)n2)CC1,-7,-23,-1,4,-0.1,-11,19,-15,2,-1.0,1
CCOc1ccc(C2CC(c3cccc(OC)c3)Nc3ncnn32)cc1 (stereo not drawn),-13,3,2,-7,0.1,-35,-8,-17,-5,2.3,-7
COc1ccc(N2CC(C(=O)Nc3nnc(SCc4cccnc4)s3)CC2=O)cc1 (stereo not drawn),4,6,2,13,-0.2,-7,-3,-4,-2,-0.5,1
O=S(=O)(c1cccc(C(F)(F)F)c1)N1c2ccccc2-n2cccc2C1c1cccnc1 (stereo not drawn),2,-13,.,11,-0.2,25,14,-21,25,-0.6,.
O=C(NC(Cc1ccccc1)C(=O)O)OCc1ccccc1 (stereo not drawn),6,-7,5,-1,-0.2,6,8,1,1,-0.2,-5
Cc1nn(-c2ccccc2)c(Cl)c1CN(C(=O)CCl)c1ccc(Cl)cc1,-2,-97*,5,96*,-0.4,-18,91*,96*,103*,-3.1,91*

# Some entries already given with just NR2E3 ag-2, MITF TRPM1 inh and NR2E3 ag-1:
compound	NR2E3 ag-2	MITF TRPM1 inh	NR2E3 ag-1
COc1cc([N+](=O)[O-])c2nccnc2c1	-24	-5	1
COc1ccc(NC(=S)NCC(c2cccnc2)N2CCOCC2)cc1 (stereo not drawn)	23	-19	0
